Screening results from PubChem.
SRC3 inh: inhibitors of human steroid receptor coactivator 3 (SRC3). Q9Y6Q9. HEK293 GAL4-SRC3 luciferase reporter, luminescence. inhibition, % at 3.6 µM. 0.17% of 360,000 active. AID 588352;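 active means inhibition above a per-campaign cutoff, the mean of all compounds plus 3 SD, cut at about 60% in these data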;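 further: 0% = DMSO-treated cells and 100% = gossypol-treated cells at 36 µM; higher means less SRC3-driven luciferase light from the GAL4 reporter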
NOD2-RIPK2 inh: NOD2-RIPK2 protein interaction inhibition | O43353 | CHO BLA complementation NOD2-RIPK2, CCF4 ratio | inhibition, % at 4.98 µM | 0.38% of 360,000 active; in the data active means inhibition above about 21%;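 further: 0% = vehicle only and 100% = reference blocker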
NCOA2 inhibitor: inhibits human steroid receptor coactivator 2 | AID 651957 | inhibition, % at 9 µM | Q15596 | 0.17% of 370,000 active | HEK293 GAL4-SRC2 luciferase reporter, luminescence;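 active means inhibition above the mean inhibition of all tested compounds plus 3 SD, set per campaign, cut at about 52% in these data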;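 further: 0% = DMSO treated cells and 100% = cells given Gossypol at 36 µM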
TROY signal inh: inhibitors of TROY-dependent NF-kB signaling; inhibition, % at 10 µM; AID 1347056; Q293 LMP1-TROYcd NF-kB luciferase reporter, 4 h; 0.98% of 360,000 active;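 active means compounds whose plate-normalised and pattern-corrected inhibition of the luciferase reporter signal at the single screening dose is 50% or more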
LRH-1 inv ag: suppresses constitutive activity of human LRH-1. AID 602396. O00482. 0.13% of 360,000 active. HEK293T StAR-luciferase reporter, LRH-1 transfected, 24 h. inhibition, % at 3.6 µM;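 active means inhibition above the mean inhibition of all tested compounds plus 3 SD, cut at about 73% in these data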;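 further: 0% = DMSO wells and 100% = reporter-only cells lacking LRH-1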
SRC1 inh: inhibitors of human steroid receptor coactivator 1 (SRC1) | Q15788 | HEK293 GAL4-SRC1 luciferase reporter, luminescence | inhibition, % at 3.6 µM | 0.12% of 360,000 active | AID 588354;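 active means inhibition above the campaign mean plus 3 SD, with each screening campaign given its own cutoff, cut at about 60% in these data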;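 further: 0% = DMSO treated cells and 100% = gossypol at 36 µM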
COUP-TFII inh: inhibitors of human COUP-TFII (NR2F2); 0.7% of 370,000 active; inhibition, % at 8.6 µM; HEK293T NGFI-A luciferase reporter, luminescence; P24468;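 active means inhibition above a per-plate cutoff, mean inhibition of test wells between control levels plus 3 SD, cut at about 38% in these data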;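 further: cells cotransfected with COUP-TFII expression vector driving the NGFI-A reporter; 0% = median of COUP-TF2 test wells and 100% = reporter-only cells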
TWEAK-Fn14 inh: TWEAK-Fn14 signaling inhibition. TWEAK-stimulated Fn14 reporter cells, luciferase luminescence, 8 h. inhibition, % at 10 µM. 2% of 360,000 active; in the data active means inhibition above about 50%
EBV LMP1 NFkB: inhibitors of Epstein-Barr LMP1-induced NF-kappaB reporter; 0.69% of 350,000 active; LMP1-induced NF-kappaB luciferase reporter cells, luminescence; inhibition, % at 12.5 µM; in the data active means inhibition above about 41%;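 further: 0% = neutral control wells and 100% = reference inhibitor control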
C8 TRAIL sens: caspase-8 TRAIL sensitization; NB7+C8 cells + TRAIL, ATPlite viability luminescence; inhibition (viability loss, TRAIL sensitization), % at 10 µM; 1% of 360,000 active; AID 624354;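 active means compounds causing at least 50% loss of cell viability in the single-dose screen, relative to plate controls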
TLR9-MyD88 inh: inhibitors of human TLR9-MyD88 binding. 0.21% of 340,000 active. inhibition, % at 4.98 µM. CHO BLA complementation TLR9-MyD88, CCF4 FRET ratio. Q9NR96+Q99836. AID 504734;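 active means inhibition above the mean over all tested compounds plus 3 SD, cut at about 21% in these data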;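 further: 0% = DMSO only wells and 100% = clavulanate BLA inhibitor control wells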
Target sequence (Q99836 whole entry, looked up): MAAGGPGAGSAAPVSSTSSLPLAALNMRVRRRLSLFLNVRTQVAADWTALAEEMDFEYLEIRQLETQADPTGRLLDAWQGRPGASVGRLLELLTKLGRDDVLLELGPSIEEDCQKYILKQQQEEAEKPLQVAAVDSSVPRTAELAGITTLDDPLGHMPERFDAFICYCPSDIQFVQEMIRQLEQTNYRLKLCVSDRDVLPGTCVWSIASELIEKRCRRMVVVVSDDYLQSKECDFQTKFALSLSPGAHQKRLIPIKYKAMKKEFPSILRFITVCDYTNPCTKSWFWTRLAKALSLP
Target sequence (Q9NR96 whole entry, looked up): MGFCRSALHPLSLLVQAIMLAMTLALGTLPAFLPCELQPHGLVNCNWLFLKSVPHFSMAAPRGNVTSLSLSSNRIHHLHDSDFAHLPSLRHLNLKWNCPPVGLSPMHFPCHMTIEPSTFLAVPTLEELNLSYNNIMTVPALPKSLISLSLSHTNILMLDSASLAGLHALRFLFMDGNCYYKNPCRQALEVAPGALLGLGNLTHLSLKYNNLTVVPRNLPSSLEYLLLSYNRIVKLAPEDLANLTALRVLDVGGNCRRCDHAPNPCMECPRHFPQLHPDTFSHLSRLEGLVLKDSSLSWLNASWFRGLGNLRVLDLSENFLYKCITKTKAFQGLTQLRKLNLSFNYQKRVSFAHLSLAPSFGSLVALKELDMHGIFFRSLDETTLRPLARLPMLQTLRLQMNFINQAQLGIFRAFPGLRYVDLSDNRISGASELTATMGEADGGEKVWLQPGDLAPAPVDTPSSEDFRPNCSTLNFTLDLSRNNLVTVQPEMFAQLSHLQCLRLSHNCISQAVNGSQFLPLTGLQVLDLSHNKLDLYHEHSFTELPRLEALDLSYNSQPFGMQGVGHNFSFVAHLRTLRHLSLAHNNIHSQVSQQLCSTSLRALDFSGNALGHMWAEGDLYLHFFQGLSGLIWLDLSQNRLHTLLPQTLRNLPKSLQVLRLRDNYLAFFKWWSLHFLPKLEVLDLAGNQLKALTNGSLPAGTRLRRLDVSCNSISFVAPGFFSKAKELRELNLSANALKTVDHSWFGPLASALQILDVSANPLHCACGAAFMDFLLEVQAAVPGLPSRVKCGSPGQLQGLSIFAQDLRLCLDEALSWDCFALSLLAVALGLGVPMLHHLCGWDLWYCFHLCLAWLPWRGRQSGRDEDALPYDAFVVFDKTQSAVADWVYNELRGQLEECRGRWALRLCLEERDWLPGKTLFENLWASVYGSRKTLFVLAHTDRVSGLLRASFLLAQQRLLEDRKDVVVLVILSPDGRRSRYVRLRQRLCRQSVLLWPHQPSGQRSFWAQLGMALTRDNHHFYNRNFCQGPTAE
* = called active by the depositor; nt = no result given. Only part of the results is shown, so the mix of outcomes need not match the whole.

Results follow in this order: SRC3 inh | NOD2-RIPK2 inh | NCOA2 inhibitor | TROY signal inh | LRH-1 inv ag | SRC1 inh | COUP-TFII inh | TWEAK-Fn14 inh | EBV LMP1 NFkB | C8 TRAIL sens | TLR9-MyD88 inh
Cc1cc(Cl)c(OCCn2ccnc2)c(Br)c1
  9 | -6 | 11 | 10 | -6 | 13 | 8 | -10 | -4 | -2 | -5
O=C(CC1Sc2ccccc2NC1=O)NNc1ccc(Cl)c(Cl)c1 (centres undefined)
  7 | -8 | 13 | 11 | 3 | 5 | -11 | -3 | 3 | 16 | 1
COC(=O)c1sccc1S(=O)(=O)Nc1ccc(N2CCCCC2)cc1
  13 | -4 | -12 | 4 | 1 | -14 | -4 | 10 | 15 | 12 | -1
COc1cc(OC)cc(-c2c(-c3ccc(F)cc3)c3cc(Br)ccc3n2C)c1
  12 | 0 | -13 | -16 | 2 | -4 | 2 | -25 | -16 | 6 | -11
COc1ccc(/C=C/C(=O)OCC(=O)Nc2ccc(Cl)cn2)cc1
  4 | -6 | 3 | 14 | -22 | -5 | 14 | 5 | 8 | -4 | 7
O=C(COCc1cc(-c2ccco2)on1)NC1CCCCC1
  -15 | -8 | -15 | -10 | 3 | -1 | -17 | 0 | 0 | 6 | 4
Clc1ccc(CSc2nnc(-c3c[nH]c4ccccc34)o2)cc1
  14 | -4 | -24 | -20 | 8 | -2 | -3 | -8 | -2 | -21 | 8
CN(CC(=O)Nc1ccccc1Cl)C(=O)Cn1cc(C(F)(F)F)cc(Cl)c1=O
  -10 | -19 | 6 | -13 | 0 | -6 | 7 | -19 | -11 | 1 | -9
COc1ccc(C2CC(=O)N3C(=C2C#N)SCC3(O)c2ccccc2)cc1 (centres undefined)
  -12 | 0 | -4 | 4 | -21 | -11 | -30 | 5 | 14 | -6 | -5
Cc1nnc(N/N=C/C2CC=CCC2)[nH]c1=O (centres undefined)
  3 | -1 | -20 | -25 | 3 | 1 | 6 | 7 | -3 | 1 | 0
COc1ccc2oc(C(=O)OCC(=O)NCC3CCCO3)c(C)c2c1 (centres undefined)
  1 | 5 | -19 | -8 | 5 | -5 | -13 | -12 | 0 | -5 | -1
CCc1ccccc1NC(=O)CSc1nnc([C@@H](NC(=O)OC(C)(C)C)C(C)C)o1
  -7 | -7 | 10 | -1 | 45 | 6 | -20 | 3 | -6 | -18 | 1
Cc1nnc(NC(=O)C2CCCN(c3ncccn3)C2)s1 (centres undefined)
  -10 | -10 | 16 | 7 | -6 | 2 | 0 | 8 | -4 | 4 | 0
COCCN(Cc1cc2cc(C)c(C)cc2nc1Cl)C(=O)N1CCOCC1
  14 | -7 | 15 | 18 | 2 | -9 | -3 | -13 | -9 | 7 | 4
Cc1nn2c(NCc3ccccn3)cc(C(C)(C)C)nc2c1-c1ccccc1
  19 | 0 | -17 | -27 | -7 | -15 | 13 | 4 | 11 | 7 | -6
CN(Cc1ccccc1)c1ccc(N2C(=O)CCCC2=O)cc1[N+](=O)[O-]
  6 | -7 | 0 | 7 | 7 | -10 | 5 | 5 | -14 | 5 | 11
COc1ccc(NC(=O)CSc2nc(SC)ns2)c(OC)c1
  -53 | 1 | -10 | -26 | -57 | -50 | -23 | 4 | -24 | 7 | 12
N#Cc1c(/N=C/N2CCOCC2)sc2c1CCCCC2
  -97 | -2 | -39 | -66 | -107 | -123 | -39 | 6 | -31 | 5 | -1
CCOC(=O)c1sc(NC(=O)C2CC2)nc1C
  -11 | -5 | -15 | -19 | -1 | -7 | 1 | 7 | 3 | 11 | 4
O=C(COC(=O)c1ccc(S(=O)(=O)N2CCOCC2)cc1)Nc1ccccc1OC(F)F
  -20 | 13 | 4 | 10 | -5 | 0 | -4 | -11 | 0 | -3 | 2

The listing continues.
Results follow in this order: SRC3 inh | NOD2-RIPK2 inh | NCOA2 inhibitor | TROY signal inh | LRH-1 inv ag | SRC1 inh | COUP-TFII inh | TWEAK-Fn14 inh | EBV LMP1 NFkB | C8 TRAIL sens | TLR9-MyD88 inh
COc1cccc(N2CC(C(=O)Nc3ccc(F)cc3)CC2=O)c1 (centres undefined)
  7 | 0 | 12 | -29 | 12 | -8 | -15 | -6 | -17 | -9 | -3
Oc1ccc(-c2cn3c(n2)SCC3)cc1O
  -1 | -1 | -31 | 1 | -1 | -9 | -4 | 29 | -3 | 24 | -4
COc1ccc2nc(Nc3nc(C)c(C(C)=O)s3)sc2c1
  -86 | 0 | -30 | -3 | -132 | -78 | -37 | 64* | -36 | 19 | -2
O=C1CC(c2ccc3c(c2)OCO3)c2cc3c(cc2N1)OCO3 (centres undefined)
  10 | -4 | -16 | -6 | 34 | -2 | 12 | 1 | 1 | -15 | -3
CCOc1ccc(/C=C2\CCc3ccccc3C2=O)cc1
  -18 | 2 | -53 | 70* | -31 | -17 | 6 | 90* | 35 | 77* | 4
CCN(Cc1cc2cccc(C)c2[nH]c1=O)C(=O)c1ccccc1OC
  4 | 9 | 24 | 22 | 18 | -11 | 3 | 28 | -6 | -14 | -1
Nc1nonc1-n1nnc(C(=O)N/N=C/c2cccc(O)c2)c1CN1CCCC1
  -11 | -5 | 11 | -29 | -5 | 4 | 1 | -14 | 6 | 5 | -2
Cc1ccc(S(=O)(=O)N2CCC(=O)N(CCOCc3ccccc3C)CC2)cc1
  4 | 10 | 1 | -13 | 17 | 12 | 3 | -5 | -5 | -11 | -3
COc1ccc(-c2cc(-c3ccc(Cl)cc3)c(C#N)c(SCC(=O)O)n2)cc1
  -2 | 7 | 9 | 18 | -9 | -10 | -18 | -1 | 12 | -2 | -12
O=C(Nc1ccccn1)C1CCN(S(=O)(=O)c2ccc3c(c2)OCCO3)CC1
  -42 | -6 | -21 | -45 | -54 | -54 | -10 | -16 | -11 | 10 | 6
COc1ccccc1NC(=O)N(Cc1ccco1)Cc1cc2c(C)ccc(C)c2[nH]c1=O
  8 | -9 | -12 | 3 | -2 | 12 | 3 | -2 | -1 | 0 | 2
Cc1ccc(NC(=O)CCC(=O)NNC(=O)c2ccccc2Cl)c(C)c1
  -20 | -8 | -15 | -4 | -2 | 10 | -6 | 18 | 1 | -7 | 1
Cc1cc(NC(=O)c2cccc(S(=O)(=O)N3CCCCCC3)c2)n(-c2ccccn2)n1
  -23 | -6 | -4 | 9 | 33 | -7 | 3 | 52* | -6 | 10 | 7
Cc1ccc(C(=O)Cn2cnc3ccccc3c2=O)cc1
  -65 | -13 | -42 | 54* | -124 | -95 | -18 | -34 | -25 | -4 | 4
O=C(NNc1nc2cc3c(cc2s1)OCCO3)c1ccccc1
  -50 | 0 | -39 | -36 | -68 | -64 | -40 | -4 | -12 | 6 | -8
O=C(NC1CCSc2ccccc21)c1cccc(OC(F)F)c1 (centres undefined)
  8 | -2 | -15 | -10 | 3 | 12 | 6 | 2 | -37 | -17 | 5
CC(C)C[C@@H](CN(N=O)[C@@H](Cc1ccccc1)CN(C)N=O)N(CCc1ccccc1)N=O
  10 | 5 | 8 | 2 | 3 | -63 | 23 | -5 | 0 | -2 | 0
CCn1c(-c2ccc(OC)c(OC)c2)n[nH]c1=S
  -10 | -10 | -8 | 4 | -6 | -5 | -9 | -7 | -9 | 6 | 0
COc1ccc(NC(=O)c2cccc(N3C(=O)c4cccc([N+](=O)[O-])c4C3=O)c2)cc1
  -31 | -10 | 36 | 5 | -27 | -35 | 31 | 1 | 2 | 21 | 4
Cc1cc(C)cc(NC(=O)Nc2ccc(-n3ccc(C(F)(F)F)n3)cc2)c1
  16 | -1 | -10 | -8 | -8 | 7 | 12 | 12 | -22 | 5 | 8

Further results:
Results follow in this order: SRC3 inh | NOD2-RIPK2 inh | NCOA2 inhibitor | TROY signal inh | LRH-1 inv ag | SRC1 inh | COUP-TFII inh | TWEAK-Fn14 inh | EBV LMP1 NFkB | C8 TRAIL sens | TLR9-MyD88 inh
O=C(Nc1cc(N2CCOCC2)ncn1)Nc1cccc2ccccc12
  19 | 1 | -6 | 14 | -8 | 0 | 11 | 19 | 12 | -4 | 1
CC(C)NC(=O)c1ccc(-c2cccc(C(F)(F)F)c2)o1
  -34 | -6 | -9 | -69 | -28 | 1 | -7 | -23 | -12 | 6 | -5
COc1cc(NC(=O)c2ccccc2)c(OC)cc1NC(C)=O
  -16 | -9 | -15 | 1 | 14 | 1 | 4 | -4 | 4 | -10 | 6
CCOc1cc(/C=N/NC(=O)CSc2nnc(C)s2)ccc1OCc1ccccc1Cl
  15 | 7 | 6 | 11 | 1 | 4 | 6 | 1 | 0 | -7 | -7
CCCn1c(C(O)c2ccc(OC)cc2)nc2ccccc21 (centres undefined)
  22 | -2 | 5 | -11 | 15 | 2 | 18 | 0 | -1 | 4 | 0
CCOC(=O)/C(C#N)=C/c1ccc(-c2ccsc2C(=O)OC)o1
  -10 | 2 | -28 | -73 | 12 | -1 | -3 | -19 | -27 | -12 | -2
CNC[C@H]1Oc2c(NS(=O)(=O)c3ccc(OC)cc3)cccc2C(=O)N([C@H](C)CO)C[C@@H]1C
  -8 | 3 | 4 | -6 | 4 | 0 | -3 | 5 | 3 | 0 | -85
Cn1c2ccccc2c(=O)c2ccc(-c3ccc4c(c3)OCO4)cc21
  -71 | -6 | -65 | -95 | -218 | -82 | -62 | -31 | -47 | 41 | -9
Cc1ccc(C2C(/C=C3/SC(=S)NC3=O)=C(c3cccs3)Oc3ccccc32)cc1 (centres undefined)
  -7 | -5 | 19 | 20 | 22 | 10 | 23 | 5 | -7 | -18 | -4
COc1cccc(-n2c(=O)[nH]cc(C(=O)Nc3ccc(NC(C)=O)cc3)c2=O)c1
  -9 | 6 | 10 | -4 | 7 | -6 | 26 | 14 | 4 | 1 | 9
C=C(C)C(=O)Nc1cccc(C2=NOC3(C2)C[C@@H](C(N)=O)N(C(=O)c2cc([N+](=O)[O-])cc([N+](=O)[O-])c2)C3)c1 (some centres undefined)
  9 | -1 | -4 | -6 | 5 | -4 | -1 | -23 | -3 | 2 | 4
Cc1cccc(-c2oc3ccc(-c4ccc5c(c4)OCO5)cc3c2C(=O)OCc2ccc(O)cc2)c1
  22 | -38 | 12 | -13 | -10 | 2 | 0 | -11 | -37 | 10 | -5
COc1ccc(NS(=O)(=O)c2coc(C(N)=O)c2)cc1Cl
  9 | -8 | -33 | -8 | 10 | -2 | 5 | 24 | -12 | 5 | -4
c1cnc2ccc(-n3ccnc3)cc2c1
  37 | -4 | 25 | 23 | 7 | 30 | -1 | 22 | nt | 7 | nt
CCOC(=O)Nc1cc(NC(=O)OCC)ncn1
  -6 | -8 | -10 | 7 | -10 | -12 | 5 | 2 | 3 | -16 | 9
CCOC(=O)Cc1nnc(NC(=O)Nc2ccccc2)s1
  -17 | 0 | -26 | 1 | -12 | -13 | -8 | 1 | 36 | -9 | 4
COc1ccc2c(COC(=O)CNC(=O)C34CC5CC(CC(C5)C3)C4)cc(=O)oc2c1
  5 | 1 | 0 | -10 | 9 | -10 | -19 | -18 | 0 | -3 | -13
O=C(Nc1cc(C(F)(F)F)ccc1F)C1CCCCC1
  -4 | -4 | nt | 9 | -27 | 0 | nt | -13 | -10 | -1 | 1
O=C(O)C1=C[C@H](C2CC2)C[C@H](OCCCCO)O1
  4 | -2 | -2 | -11 | -6 | 6 | 4 | 11 | 1 | 15 | -11
